Bfl-1 Bim block: inhibitors of Bim binding to Bfl-1, primary screen, biochemical, multiplexed, bead-based flow cytometry; Bim-Bfl-1 binding inhibition; AID 1008, 2008; inhibition, % at 10 µM; 190,000 compounds, 0.12% hits;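 further: 0% = wells without compound plus tracer and 100% = blocker peptide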
Bcl-W Bim block: inhibitors of Bim binding to Bcl-W, primary screen, biochemical, multiplexed, bead-based flow cytometry; Bcl-2-like protein 2 (Homo sapiens), Q92843; Bim peptide-Bcl-W binding; inhibition, % at 10 µM; 190,000 compounds, 0.02% hits; AID 952, 2007;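 further: 0% = bound tracer without compound and 100% = peptide blocker; higher means less fluorescent Bim peptide bound to Bcl-W beads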
Target sequence (Q92843 whole entry, looked up): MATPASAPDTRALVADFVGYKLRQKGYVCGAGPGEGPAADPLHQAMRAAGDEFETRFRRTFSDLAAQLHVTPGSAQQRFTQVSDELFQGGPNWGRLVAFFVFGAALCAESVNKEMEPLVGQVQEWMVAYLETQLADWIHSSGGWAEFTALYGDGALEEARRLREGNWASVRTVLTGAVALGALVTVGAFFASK
Rac1 wt modul: wildtype Rac1 GTP binding modulators, primary screen, biochemical, GST-Rac1 beads, flow cytometry, multiplex; Ras-related C3 botulinum toxin substrate 1 (Homo sapiens), P63000; fluorescent GTP binding; actives lie on both sides; 0 = cold GTP competed, 100 = untreated; GTP binding activity (% of control), % at 10 µM; 190,000 compounds, 0.27% hits;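 active means GTP binding activity at least 20 points away from the 100% control level, either lower or higher; inconclusive means compound flagged as likely green fluorescent, judged across all proteins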
Rab7 wt GTP bind: modulators of GTP binding to Rab7, primary screen, biochemical, wildtype, multiplex bead flow cytometry; Rab7 GTPase wild type (dog), Bodipy-FL-GTP binding; GST-Rab7 beads, fluorescent GTP binding; actives lie on both sides; untreated = 100%, excess cold GTP = 0%; GTP binding activity (percent of control), % at 10 µM; 190,000 compounds, 0.055% hits;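 active means fluorescent GTP binding to Rab7 beads changed by at least 20 points from the 100% baseline, either direction, mostly lower; inconclusive means compound itself probably fluorescent, or too few beads counted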;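 further: median green fluorescence of bound Bodipy-FL-GTP per Rab7 bead population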
Bim-Bcl-2: inhibitors of Bim-Bcl-2 binding, primary screen, biochemical, multiplexed, human Bcl-2 family; Bead-based flow cytometry, Bim peptide-Bcl-2 binding; inhibition, % at 10 µM; 190,000 compounds, 0.06% hits; AID 950, 2007; in the data active means inhibition above about 40%; inconclusive means no clear call, values can overlap the other calls;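 further: 0% = no compound wells with probe peptide and 100% = reference peptide inhibitor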
Target sequence (P10415 whole entry, looked up): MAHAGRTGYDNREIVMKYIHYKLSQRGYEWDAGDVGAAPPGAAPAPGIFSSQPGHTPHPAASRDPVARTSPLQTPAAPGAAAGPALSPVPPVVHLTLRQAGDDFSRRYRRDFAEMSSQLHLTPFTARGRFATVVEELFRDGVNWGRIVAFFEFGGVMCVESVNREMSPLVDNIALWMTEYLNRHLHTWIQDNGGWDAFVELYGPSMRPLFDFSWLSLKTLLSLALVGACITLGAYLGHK
Rac1 act GTP bind: GTP binding modulators of activated mutant Rac1, primary screen, biochemical, bead-based flow cytometry, multiplex, fluorescent GTP. 190,000 compounds, 0.11% hits. GST-Rac1 activated beads; actives lie on both sides; 100% means binding = to untreated wells. AID 764, 2007. percent activity (GTP binding), % at 10 µM;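 active means GTP binding at least 20 percentage points away from the 100% baseline, in either direction, so actives lie on both sides; inconclusive means Compound likely fluorescent itself, or too few beads counted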
Bim-Bcl-XL: inhibitors of Bim-Bcl-XL binding, primary screen, biochemical, multiplexed, bead flow cytometry, human Bcl-XL | inhibition, % at 10 µM | 190,000 compounds, 0.04% hits | Bim peptide-Bcl-XL binding, fluorescence | AID 1007, 2008 | Bcl-2-like protein 1 (Homo sapiens), Q07817
Target sequence (Q07817 whole entry, looked up): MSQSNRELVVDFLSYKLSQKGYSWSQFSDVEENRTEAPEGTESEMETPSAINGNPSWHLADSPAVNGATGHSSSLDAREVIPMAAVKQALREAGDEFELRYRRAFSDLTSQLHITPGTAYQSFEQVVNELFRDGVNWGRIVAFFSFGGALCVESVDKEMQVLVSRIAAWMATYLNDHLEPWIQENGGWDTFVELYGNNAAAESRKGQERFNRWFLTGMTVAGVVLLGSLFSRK
Bcl-B Bim block: inhibitors of Bim-Bcl-B binding, primary screen, biochemical, multiplexed, human Bcl-2 family; Bcl-2-like protein 10 (Homo sapiens), Q9HD36; bead-based flow cytometry, Bim peptide-Bcl-B binding; inhibition, % at 10 µM; 190,000 compounds, 0.073% hits; AID 951, 2007;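 further: 0% = tracer peptide without compound and 100% = reference inhibitor peptide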
Target sequence (Q9HD36 whole entry, looked up): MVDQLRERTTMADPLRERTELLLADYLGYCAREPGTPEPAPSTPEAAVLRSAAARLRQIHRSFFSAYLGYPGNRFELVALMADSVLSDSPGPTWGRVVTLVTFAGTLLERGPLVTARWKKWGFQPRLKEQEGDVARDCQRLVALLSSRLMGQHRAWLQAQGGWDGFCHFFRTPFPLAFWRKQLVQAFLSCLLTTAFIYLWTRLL
Rab2 wt GTP: modulators of GTP binding to Rab2A wildtype, primary screen, biochemical, dog, bead-based flow cytometry, multiplex; Ras-related protein Rab-2A (Canis lupus familiaris), P61105; GST-Rab2 wt beads, Bodipy-GTP binding; GTP binding activity, % at 10 µM; 190,000 compounds, 0.19% hits;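 active means GTP binding activity at least 20 points away from 100%, either lowered or raised; inconclusive means signal likely due to the compound's own green fluorescence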;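 further: 0% = beads with excess unlabeled GTP and 100% = no-compound control corrected for plate trend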
HRas wt GTP bind: modulators of GTP binding to HRas wildtype, primary screen, biochemical, bead-based flow cytometry, multiplex. GTPase HRas (Homo sapiens), P01112. GST-Ras wt beads, Bodipy-FL-GTP binding; actives lie on both sides. GTP binding activity, % at 10 µM. 190,000 compounds, 0.14% hits. AID 759, 2007;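 active means GTP binding activity at least 20% away from the 100% baseline, either lowered as inhibitor or raised as activator; inconclusive means flagged as likely green fluorescent, judged across all proteins in the well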;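 further: 0% = unlabeled GTP competition control and 100% = no-compound control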
Cdc42 wt: modulators of GTP binding to wildtype Cdc42, primary screen, biochemical, multiplex bead flow cytometry, Bodipy-GTP | GST-Cdc42 beads; actives lie on both sides | percent activity (GTP binding), % at 10 µM | 190,000 compounds, 0.2% hits | AID 761, 2007;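 active means percent activity GTP binding at least 20 points away from the 100% baseline, either down as inhibitor or up as activator; inconclusive means compound flagged as likely green fluorescent from well-wide comparison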;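 further: median bead fluorescence of bound Bodipy-FL-GTP at 100 nM; 0% = excess unlabeled GTP control and 100% = no compound control; below 100% means less GTP binding so inhibitor and above means activator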
* hit, by the source's call; ? = inconclusive. Unless noted, no stated cut-off is given here; in the data, active means inhibition above about 40%.

Molecule	Bfl-1 Bim block	Bcl-W Bim block	Rac1 wt modul	Rab7 wt GTP bind	Bim-Bcl-2	Rac1 act GTP bind	Bim-Bcl-XL	Bcl-B Bim block	Rab2 wt GTP	HRas wt GTP bind	Cdc42 wt
CCOC(=O)c1c(C)[nH]c(C(=O)/C(C#N)=C/c2ccc(OC(F)F)c(OC)c2)c1C	-2	-5	?	?	-5	?	-7	-10	?	?	?
O=C(O)c1ccc(Sc2nnnn2-c2ccccc2)c([N+](=O)[O-])c1	0	-1	102	100	1	98	-1	0	99	101	101
COc1ccc(C2N(c3ccc(Cl)cc3)N=C(C(C)=O)N(C)N2C(C)=O)cc1 (stereo not given)	-3	-4	101	100	-1	96	-6	-7	101	97	96
O=C(c1ccc(CNc2c(N3CCCC3)c(=O)c2=O)cc1)N1CCN(C2CCCCC2)CC1	-6	-7	100	96	-5	98	-4	-3	97	98	99
CCOC(=O)c1cc2cc(OC)ccc2nc1C	-2	-5	100	104	-1	99	-4	-5	103	104	101
CC(C)NC(=O)CCn1nc(-c2ccc(Cl)cc2)c2ccccc2c1=O	-14	-4	101	97	-2	97	-4	-4	96	97	100
CCN1CCN(Cc2ccc(NC(=O)CC3Oc4ccc(C)cc4NC3=O)cc2)CC1 (stereo not given)	-7	1	101	104	-7	100	0	-6	101	101	101
Cc1nn(Cc2ccc(Cl)c(Cl)c2)c(C)c1NC(=O)c1sc2ccccc2c1Cl	-14	0	99	94	-9	94	-5	-9	94	97	95
Cn1c(CO)cnc1SCC(=O)c1ccc(Cl)cc1	-3	0	103	107	0	96	0	-1	100	100	99
COc1ccc(NC(=O)C2CCCN(S(=O)(=O)c3c(C)[nH]c(=O)[nH]c3=O)C2)cc1OC (stereo not given)	6	2	95	100	0	96	2	4	98	95	97
CN(C)c1ccc(N=Nc2ccc(S(=O)(=O)O)cc2)c2ccccc12	2	0	93	102	6	89	-2	2	97	95	93
O=C(O)C=C1CCN(c2ncc(C(F)(F)F)cc2Cl)CC1	-1	-1	104	104	-3	101	0	-1	102	103	105
O=c1c2c(nc3cc(-c4ccc(F)cc4)[nH]n13)CCC2	2	1	96	98	3	98	1	3	98	99	100
C=CCc1c(C)nc(-c2ccccc2)nc1N/N=C(\C)c1ccc(N)cc1	-1	-2	99	99	0	98	-2	-2	99	98	97
O=C(Nc1ccc2nc3n(c(=O)c2c1)CCCC3)c1cc([N+](=O)[O-])ccc1F	3	-4	90	96	0	86	-7	0	88	92	88
O=C(Nc1cccc(Cl)c1)Nc1cccc(Cl)c1	1	-5	103	96	10	95	-5	-10	97	97	98
CN(CC(=O)NCCc1ccccc1)S(=O)(=O)c1cnc[nH]1	0	-3	104	101	0	97	-5	-4	96	100	99
CCOC(=O)Cc1nnc(NC(=O)C(CC)Sc2nnc3c4ccccc4n(C)c3n2)s1 (stereo not given)	-9	0	?	?	-14	?	-2	-6	?	?	?
c1cncc(-c2nc3c(ccc4ccccc43)[nH]2)c1	-14	-1	99	101	-7	98	-7	-12	99	99	95
O=C(CSC(=S)N1CCSCC1)c1ccc(Cl)cc1	0	-4	96	97	-5	90	-2	-5	92	93	89
O=C1C2CC=CCC2C(=O)N1CC(=O)N(Cc1ccccc1)C1CCS(=O)(=O)C1 (stereo not given)	-6	-2	95	95	-12	95	-6	-8	98	99	99
CCN(CC)CCOC(=O)c1ccc(Cl)cc1	-15	0	95	97	-11	94	-4	-8	96	99	99
CC(C)C(=O)Nc1ccc(NC(=O)c2ccccc2Cl)nc1	-3	0	97	100	-3	96	-3	-1	99	99	98
COC(=O)CCCC(=O)Nc1c(F)c(F)c(F)c(F)c1F	-3	0	105	102	-4	99	0	-5	102	101	102
CCOc1ccc(S(=O)(=O)NCCC(=O)NC2=NCCS2)cc1	-17	-3	107	102	-5	101	-8	-6	100	101	106
O=C(O)Cn1cc(C(=O)c2cccs2)c2ccccc21	-11	2	100	96	2	97	-2	0	97	99	99
NC(=O)C1CCN(C(=S)c2cccs2)CC1	-5	2	100	103	-1	99	0	-2	101	102	102
COc1ccc(CN2CCCC(C(=O)c3ccc(Cl)cc3)C2)cc1Cn1cccn1 (stereo not given)	-6	-7	100	103	0	98	-8	-7	101	98	94
CCCNC(=O)COc1ncnc2sc(C)c(C)c12	-10	3	?	?	-8	?	-5	-8	?	?	?
CC(C)(C)c1cc(C(=O)Nc2cccc3ccccc23)ccn1	-1	-4	102	94	-3	99	-6	-6	99	101	100
Cc1cccc(CSC(Nc2ccc(F)cc2)=C(C#N)C#N)c1	-2	-2	102	98	1	99	-4	-2	99	100	100
Cn1c(CO)cnc1SCc1ccccc1	0	-4	103	98	0	101	0	-3	100	101	103
O=C(N/N=C\c1ccc(OCC(=O)N2CCCC2)cc1)C(=O)Nc1ccccc1F	-4	-4	105	102	1	99	-4	-7	98	101	101
O=C(Cn1cnc2c(cnn2-c2ccccc2)c1=O)N1CCCc2ccccc21	0	-2	107	101	0	103	-4	-1	105	106	110
COC(=O)C1=CC(C(=O)c2cccs2)=NN(c2ccc(OC)cc2)C1C(=O)OC (stereo not given)	0	-4	104	94	0	102	-8	-12	101	101	104
O=c1[nH]c(-c2ccccn2)nc(C(F)(F)F)c1Br	-6	1	96	97	-7	91	1	-3	92	94	90
C=C(C)CN=C1NN=C(c2cc(C)n(-c3ccc(C)cc3)c2C)CS1	2	-7	103	99	0	99	-7	-9	100	100	102
O=C(NCC1CCCO1)c1ccc(NC(=O)C2C3C=CC(C3)C2C(=O)O)cc1 (stereo not given)	-18	0	102	100	-12	99	-9	-7	101	101	106
CN(CC(=O)Nc1cc([N+](=O)[O-])ccc1Cl)Cc1ccc(Br)cc1	-6	-5	103	101	-8	97	-5	-7	101	100	99
O=C(Nc1ccccc1F)C1CCCN(S(=O)(=O)c2ccccc2)C1 (stereo not given)	-6	-2	101	98	-1	97	0	-2	100	99	97
C/C(=N\NC(=O)c1nc(C)cc(C)n1)c1ccccc1	-18	0	108	104	-12	100	-9	-7	104	106	105
CCSc1sccc1C1C(C#N)=C(N)N(c2cccnc2)C2=C1C(=O)CCC2 (stereo not given)	-8	3	92	103	-10	97	-8	-8	103	99	101
COCCn1c(CCC(=O)O)nc2c1c(=O)[nH]c(=O)n2CC(C)C	-1	-4	104	108	-2	99	0	-1	108	107	106
Cn1c(NN)nc2sc3c(c2c1=O)CCC3	3	3	102	104	0	98	2	1	103	101	102
CCOC(=O)c1cc(NC(=O)c2ccccc2)c(=O)oc1C(F)(F)F	-6	-1	99	103	-1	95	2	-3	98	98	97

3 entries from above, sorted by the value under Bim-Bcl-XL, descending.
canonical_smiles | Bfl-1 Bim block | Bcl-W Bim block | Rab7 wt GTP bind | Bim-Bcl-2 | Rac1 act GTP bind | Bim-Bcl-XL | Bcl-B Bim block | Rab2 wt GTP | HRas wt GTP bind | Cdc42 wt
COCCn1c(CCC(=O)O)nc2c1c(=O)[nH]c(=O)n2CC(C)C | -1 | -4 | 108 | -2 | 99 | 0 | -1 | 108 | 107 | 106
C=C(C)CN=C1NN=C(c2cc(C)n(-c3ccc(C)cc3)c2C)CS1 | 2 | -7 | 99 | 0 | 99 | -7 | -9 | 100 | 100 | 102
CCSc1sccc1C1C(C#N)=C(N)N(c2cccnc2)C2=C1C(=O)CCC2 (stereo not given) | -8 | 3 | 103 | -10 | 97 | -8 | -8 | 103 | 99 | 101

Limited to Rab2 wt GTP and Bcl-W Bim block (3 entries from above):
SMILES | Rab2 wt GTP | Bcl-W Bim block
O=C(NCC1CCCO1)c1ccc(NC(=O)C2C3C=CC(C3)C2C(=O)O)cc1 (stereo not given) | 101 | 0
CN(CC(=O)Nc1cc([N+](=O)[O-])ccc1Cl)Cc1ccc(Br)cc1 | 101 | -5
O=C(Nc1ccccc1F)C1CCCN(S(=O)(=O)c2ccccc2)C1 (stereo not given) | 100 | -2

(further entries)
Molecule	Bfl-1 Bim block	Bcl-W Bim block	Rac1 wt modul	Rab7 wt GTP bind	Bim-Bcl-2	Rac1 act GTP bind	Bim-Bcl-XL	Bcl-B Bim block	Rab2 wt GTP	HRas wt GTP bind	Cdc42 wt
C[C@H](NC(=O)Nc1ccc2c(c1)OCCO2)C(=O)O	0	-2	?	?	-2	?	-11	-4	?	?	?
Cc1ccc2c(CC(=O)OCc3nc(N)nc(Nc4ccccc4C)n3)coc2c1	-16	0	104	100	-10	98	-7	-8	97	99	99
CC(C1CC1)N(C(=O)NC1CCS(=O)(=O)C1)c1ccccc1 (stereo not given)	0	-1	99	99	0	97	0	0	102	102	99
COc1nc(N)nc(CC(=O)C2CC2)n1	0	2	104	100	3	99	-2	-1	100	98	99
CCc1ccc(-c2csc(NC(=O)C3=NN(c4ccccc4)C(=O)CC3)n2)cc1	-14	-5	107	98	-2	100	-5	-8	100	101	103

Structural class: the entries above with bromine.
Molecule	Bfl-1 Bim block	Bcl-W Bim block	Rac1 wt modul	Rab7 wt GTP bind	Bim-Bcl-2	Rac1 act GTP bind	Bim-Bcl-XL	Bcl-B Bim block	Rab2 wt GTP	HRas wt GTP bind	Cdc42 wt
O=c1[nH]c(-c2ccccn2)nc(C(F)(F)F)c1Br	-6	1	96	97	-7	91	1	-3	92	94	90
CN(CC(=O)Nc1cc([N+](=O)[O-])ccc1Cl)Cc1ccc(Br)cc1	-6	-5	103	101	-8	97	-5	-7	101	100	99

Full records, quoted from the list. Order of values: Bfl-1 Bim block | Bcl-W Bim block | Rac1 wt modul | Rab7 wt GTP bind | Bim-Bcl-2 | Rac1 act GTP bind | Bim-Bcl-XL | Bcl-B Bim block | Rab2 wt GTP | HRas wt GTP bind | Cdc42 wt
CCN1CCN(Cc2ccc(NC(=O)CC3Oc4ccc(C)cc4NC3=O)cc2)CC1 (stereo not given) reads -7 | 1 | 101 | 104 | -7 | 100 | 0 | -6 | 101 | 101 | 101
CN(CC(=O)Nc1cc([N+](=O)[O-])ccc1Cl)Cc1ccc(Br)cc1 reads -6 | -5 | 103 | 101 | -8 | 97 | -5 | -7 | 101 | 100 | 99

Rows were taken by chance; any-hit rate near 0.62%.
